# TrxR1 substrate = rat thioredoxin reductase 1 substrate activity; O89049; purified TrxR1 substrate turnover, NADPH consumption readout; Potency, µM (top dose mostly 114 µM), without a hit: top-dose activity change, negative = substrate turnover; 0.01% of 390,000 active; note: potency is the fitted concentration of half-maximal effect; % is set by controls: 0 for no effect and ±100 for the full control effect; nearly all actives have a fitted effect of over 50% in size
# Target sequence (O89049 whole entry, looked up): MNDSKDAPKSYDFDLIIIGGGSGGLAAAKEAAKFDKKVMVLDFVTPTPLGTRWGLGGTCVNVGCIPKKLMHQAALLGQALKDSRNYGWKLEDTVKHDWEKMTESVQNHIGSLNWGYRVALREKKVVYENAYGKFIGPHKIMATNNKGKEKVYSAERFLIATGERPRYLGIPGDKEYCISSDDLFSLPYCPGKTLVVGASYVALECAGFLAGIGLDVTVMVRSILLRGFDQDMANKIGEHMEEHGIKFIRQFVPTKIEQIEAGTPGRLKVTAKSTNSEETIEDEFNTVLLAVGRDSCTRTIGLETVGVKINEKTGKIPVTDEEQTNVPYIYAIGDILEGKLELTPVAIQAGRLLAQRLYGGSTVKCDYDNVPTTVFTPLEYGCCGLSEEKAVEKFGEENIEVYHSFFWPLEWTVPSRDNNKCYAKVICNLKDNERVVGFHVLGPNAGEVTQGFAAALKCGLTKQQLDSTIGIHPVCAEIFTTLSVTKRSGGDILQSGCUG
#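 Rat TrxR1, dispensed at 90 nM, was prereduced with 400 uM NADPH (final) for 5 min at ~22 deg C, then incubated with compound 15 min before 400 uM selenite. A first-read NADPH fluorescence drop versus no-compound background flagged substrates.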
# GRP78 ERSR act = ER stress response induction in glioma. U87-MG GRP78 promoter luciferase reporter, 16 h. Potency, µM, inactives show at the top dose activation, usual class: activators. 0.02% of 420,000 active; note: potency is the fitted concentration of half-maximal effect; series mostly up to about 76 µM; % of control where 0% means no effect; nearly all actives have a fitted effect of over 35% in size
#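 Stably transfected U87-MG human glioma cells carrying a GRP78-based luminescent sensor were seeded at 1000 cells/well, pin-dosed with compounds and incubated 16 h. Luciferase reagent was then added, and end-point luminescence was read after 10 min at room temperature.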
# RGS4 inhibitor = inhibitors of human regulator of G protein signaling 4. 0.039% of 390,000 active. P49798. Potency, µM (doses to about 114 µM), for the others: at the top dose activity change, negative = inhibition, usual class: inhibitors. AID 504845. Transcreener GDP fluorescence polarization, RGS4-accelerated GTP hydrolysis; note: potency is the fitted concentration of half-maximal effect; % is set by controls: 0 for no effect and ±100 for the full control effect; nearly all actives have a fitted effect of over 75% in size; some results filed as inactive show a strong effect at the top dose
# Target sequence (P49798 whole entry, looked up): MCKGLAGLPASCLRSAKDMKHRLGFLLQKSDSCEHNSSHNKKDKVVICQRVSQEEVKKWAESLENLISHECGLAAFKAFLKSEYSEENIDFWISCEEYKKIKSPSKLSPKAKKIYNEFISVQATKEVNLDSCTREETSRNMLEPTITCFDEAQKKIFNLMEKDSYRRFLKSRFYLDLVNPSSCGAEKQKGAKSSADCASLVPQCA
#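 MLSMR compounds (23 nl, pin-transferred) preincubated 10 min at room temperature with a 500nM (2x) first reagent, then RGS4 at 900nM (2x) plus Transcreener GDP mix added; fluorescence polarization (620/688 nm) read before and after 90 min at 30 °C.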
# USP1 inh = inhibitors of human USP1/UAF1 deubiquitinase; 0.23% of 390,000 active; Potency, µM (doses to about 57.1 µM), inactives show at the top dose activity change, negative = inhibition, actives largely listed as inhibitors; recombinant USP1/UAF1, Ub-Rhodamine cleavage fluorescence; AID 743255; O94782; note: potency is the fitted concentration of half-maximal effect; % is set by controls: 0 for no effect and ±100 for the full control effect; nearly all actives have a fitted effect of over 60% in size; inactives centre near -12
#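 In this screen, compounds sit with the deubiquitinase complex (1nM) for 15 min at room temperature before Ub-Rho is added at 150nM final. Fluorescence rise is then followed for 6 reads every 60 seconds.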
# LDHA inh = LDHA (human) enzyme inhibition. purified LDHA, NADH/diaphorase-resazurin fluorescence; stronger effect = lower value. P00338. activity change, % (values are at about 110 or 230 µM). 0.15% of 480,000 active; in the data active = activity change below about -30%; inconclusive = mostly about -25% to -30%;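 note: plate controls were DMSO wells for no effect and wells without enzyme for full effect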
#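 Human LDH5 (2 nM) was incubated with 0.06 mM NADH and 0.2 mM pyruvate for 5 min at room temperature in Tris pH 7.4. Remaining NADH was coupled through diaphorase/resazurin, and resorufin fluorescence was read at 0 and 20 min.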
# Vif-APOBEC3G blk = inhibitors of Vif-APOBEC3G interaction. Potency, µM (series often up to 46.1 µM), without a hit: at the highest dose activity, negative = active, actives largely listed as inhibitors. HeLa A3G-eYFP + Vif (tagged APOBEC3G with the HIV-1 protein that degrades it), YFP fluorescence, overnight. 0.076% of 410,000 active. AID 602310. Q9HC16;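 note: potency is the fitted concentration of half-maximal effect; % is set by controls: 0 for no effect and ±100 for the full control effect; nearly all actives have a fitted effect of over 60% in size; hits raise eYFP signal because A3G escapes Vif-driven loss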
# Target sequence (Q9HC16 whole entry, looked up): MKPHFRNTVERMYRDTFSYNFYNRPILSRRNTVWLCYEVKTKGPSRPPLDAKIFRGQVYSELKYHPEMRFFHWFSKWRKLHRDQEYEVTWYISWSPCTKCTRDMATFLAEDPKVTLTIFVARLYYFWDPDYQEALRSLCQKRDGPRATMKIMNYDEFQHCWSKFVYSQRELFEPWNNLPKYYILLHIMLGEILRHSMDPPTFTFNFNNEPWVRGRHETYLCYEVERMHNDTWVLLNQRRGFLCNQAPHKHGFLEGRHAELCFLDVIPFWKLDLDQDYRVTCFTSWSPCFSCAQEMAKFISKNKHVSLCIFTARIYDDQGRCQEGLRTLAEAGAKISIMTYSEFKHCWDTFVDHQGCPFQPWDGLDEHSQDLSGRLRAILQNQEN
#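 Read-out is eYFP fluorescence (Ex 488/Em 500-530) from Vif-expressing HeLa A3G-eYFP cells; more signal means A3G escaped Vif-mediated degradation. Cells plated overnight, compound pinned in, incubated overnight at 37 deg C.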
# TrxR1 inh = inhibitors of rat thioredoxin reductase 1; Potency, µM (titrated, usually from 114 µM), without a hit: top-dose activity change, negative = inhibition, hits mostly inhibitors; recombinant rTrxR1, NADPH fluorescence consumption, selenite substrate; 1% of 390,000 active; AID 588453; O89049; note: potency is the fitted concentration of half-maximal effect; % is set by controls: 0 for no effect and ±100 for the full control effect; nearly all actives have a fitted effect of over 65% in size
#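 Rat TrxR1 (90 nM in the dispensed reagent) was pre-reduced with 400 uM NADPH for 5 min at room temperature, then incubated with compound for 15 min. After 400 uM selenite was added, NADPH fluorescence (Ex 340/Em 450 nm) was followed for 8 min.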
# IDH1 R132H inh = human IDH1 R132H inhibition; O75874; IDH1-R132H enzyme, NADPH consumption, diaphorase/resazurin fluorescence; Potency, µM (series often up to 76.6 µM), for inactives: at the highest dose activity change, negative = inhibition, usual class: inhibitors; 0.093% of 390,000 active; AID 602179; note: potency is the fitted concentration of half-maximal effect; % is set by controls: 0 for no effect and ±100 for the full control effect; nearly all actives have a fitted effect of over 65% in size
#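 IDH1-R132H (0.5 ug/mL dispensed) in pH 7.5 Tris buffer was preincubated 30 min with compound, then given a substrate mix of 0.016 mM NADPH and 2 mM alpha-KG for 80 min at room temperature; remaining NADPH was read by diaphorase/resazurin fluorescence.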
# Vif-A3F inh = inhibitors of Vif-A3F interaction; HeLa A3F-eYFP + Vif (tagged APOBEC3F with the HIV-1 protein that degrades it), YFP fluorescence increase; 0.2% of 390,000 active; Potency, µM (highest dose often 46.1 µM), inactives show at the highest dose activity, negative = active; note: potency is the fitted concentration of half-maximal effect; % of control where 0% means no effect; nearly all actives have a fitted effect of over 65% in size
#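 Fluorescence increase (Ex 488/Em 500-530) after overnight compound treatment at 37 deg C flags inhibition of Vif-driven A3F-eYFP loss in stable HeLa A3F-eYFP/Vif cells seeded overnight beforehand.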
# Numbers without * were called inactive; ? = inconclusive; . = no result given; [ ] = dose if it differs, or a comment. Unless noted, calls come from the whole dose curve; as a rule, active = well fitted curve in the direction sought with a large enough effect; inconclusive = small, poorly fitted or top-dose-only effect, or another doubt; inactive = no such curve, though single readings can be large; an effect the other way counts as inactive or inconclusive. Not all compounds are listed (hit frequency here may not be typical).
SMILES,TrxR1 substrate,GRP78 ERSR act,RGS4 inhibitor,USP1 inh,LDHA inh,Vif-APOBEC3G blk,TrxR1 inh,IDH1 R132H inh,Vif-A3F inh
Nc1cccc2c1C(=O)N(CCOc1ccc(F)cc1)C2=O,8.9%,-3.0%,7.2%,-21.5%,-2.8,0.2%,32.9%,-2.1%,?
O=C(N[C@@H]1CCC(=O)N(CC[C@H](Oc2ccccc2)c2ccccc2)CC1)OCc1ccccc1,-0.6%,-6.0%,-5.1%,-31.4%,0.5,0.5%,16.2%,1.2%,-1.7%
Cc1c(C)c2ccc(OCC(=O)Nc3ccccn3)cc2oc1=O,8.4%,-5.4%,19.0%,0.1%,-7.7,1.8%,32.8%,-5.9%,-5.4%
CCOc1ccc(OCC)c(NC(=O)C2CCN(S(=O)(=O)c3c(C)noc3/C=C/c3ccccc3F)CC2)c1,2.6%[57.1 µM],-2.0%,-2.7%,-19.0%,1.5,2.7%,16.5%[57.1 µM],0.0%,1.0%
CC/C(=C\c1oc2cc3ccccc3cc2[n+]1CC)Nc1ccccc1,-2.0%,-13.0%,?,-5.1%,14.8,0.4%,?,9.1%,-1.6%
CCCCCOC(=O)c1cc(=O)[nH]c2ccccc12,10.8%[57.1 µM],8.2%,3.4%,-17.1%,-6.4,-14.6%,12.1%[57.1 µM],-0.9%,-0.8%
CC1Cc2ccccc2N1C(=O)c1ccc2nccnc2c1 (stereo not drawn),-2.1%,-5.2%,16.9%,-19.0%,-0.7,0.4%,12.7%,4.4%,1.3%
Cc1ccc(N(CC(=O)N2CCN(c3ccc(Cl)cc3)CC2)S(=O)(=O)c2c(C)nn(C)c2C)cc1,4.3%,-2.6%,-4.1%,-15.0%,-1.9,-4.1%,16.1%,-6.8%,0.4%
O=C(COc1ccc(Cl)cc1)NCc1nnc(SCC(=O)NCCc2ccccc2)o1,4.3%,-4.0%,-29.9%,-17.1%,-6.6,-0.3%,6.0%,1.7%,0.2%
O=C(COC(=O)c1cc(S(=O)(=O)N2CCOCC2)ccc1F)NCc1ccco1,0.9%,-3.9%,-12.9%,-6.7%,-6.1,0.2%,?,2.0%,6.2%
O=C(NNS(=O)(=O)c1cccc(Cl)c1)c1cc(-c2ccc(F)cc2)nc2ccccc12,9.4%[57.1 µM],-1.1%,-58.3%,-4.7%,-10.6,-3.6%,32.9%[57.1 µM],-25.5%,1.7%
COc1ccc(Cl)cc1C(=O)NCC(c1ccc(N(C)C)cc1)N1CCCC1 (stereo not drawn),-2.1%[57.1 µM],-3.6%,-9.6%,-1.0%,3.4,-0.7%,1.6%[57.1 µM],2.2%,-1.7%
CC(C)n1c(SCC(=O)Nc2ccc3c(c2)OCO3)nc2c1c(=O)n(C)c(=O)n2C,-3.0%,-4.6%,-4.2%,-5.6%,4.2,-0.6%,15.6%,2.2%,5.9%
CCC1(CC)NC(=O)N(CC(=O)NC(=O)NCc2ccccc2)C1=O,7.0%,-4.6%,-0.2%,-3.3%,-6.4,-8.7%,?,16.6%,0.1%
Cc1ccc2c(=O)n3c(nc2c1)C(Cc1ccccc1)NC(=O)c1cccnc1-3 (stereo not drawn),.,-0.7%,.,-19.4%,-6.1,-0.2%,.,11.4%,-0.5%
COc1ccc(NC(=O)c2cccn2-c2nnc(N3CCCCC3)s2)cc1Cl,2.0%[57.1 µM],-0.3%,2.0%,-17.2%,0.8,-2.9%,22.1%[57.1 µM],0.0%,-1.4%
CC(C)(C)NC(=O)COc1ccc(-c2ccccc2)cc1,-2.1%[57.1 µM],5.9%,5.8%,-16.1%,-8.4,1.2%,-5.8%[57.1 µM],-1.8%,-11.1%
C=C[C@]1(C)C[C@H]1[C@H](NP(=O)(c1ccccc1)c1ccccc1)c1ccccc1,-7.1%,-3.8%,-51.2%,7.7%,-0.2,-3.2%,-6.6%,-6.9%,-0.2%
O=C(CCn1c(=O)oc2ccccc21)N(Cc1ccccc1)c1ccccn1,8.7%[57.1 µM],-1.7%,-7.0%,3.4%,1.0,0.3%,12.2%[57.1 µM],4.5%,-3.4%
O=C(CCNC(=O)c1ccc(Cl)cc1)Nc1ccc(F)cc1F,5.5%[57.1 µM],-1.8%,14.7%,-0.2%,-10.4,-0.4%,1.4%[57.1 µM],15.9%,-3.5%
CCC1(CC)NC(=O)NC1=O,13.3%[57.1 µM],-1.8%,-16.9%,-24.8%,-9.8,-0.6%,1.5%[57.1 µM],9.5%,1.0%
CCOC(=O)c1cc(C)n(CC2CCC(C(=O)Nc3ccc(C)cc3)CC2)c1C (stereo not drawn),-4.5%,1.4%,-6.2%,11.2%,-0.9,4.4%,23.4%,-12.0%,5.7%
O=C(Nc1ccccc1)C1=C[C@@H](c2ccccc2)C[C@@H](OCc2ccc(CO)cc2)O1,-8.8%,0.1%,24.6%,-24.0%,-7.1,0.2%,-11.3%,7.3%,-2.1%
O=C(Nc1cccc(F)c1)/C(=C\c1cccnc1)NC(=O)c1ccco1,8.3%[57.1 µM],-3.0%,-15.6%,-1.0%,-6.7,-5.7%,7.3%[57.1 µM],7.7%,1.0%
CCc1cccc(CC)c1NC(=O)CCS(=O)(=O)c1ccc(Br)s1,2.0%,-4.0%,-19.2%,-17.8%,-0.3,3.8%,0.2%,13.1%,0.0%

# Further entries:
SMILES,TrxR1 substrate,GRP78 ERSR act,RGS4 inhibitor,USP1 inh,LDHA inh,Vif-APOBEC3G blk,TrxR1 inh,IDH1 R132H inh,Vif-A3F inh
CN(C)CCCNc1c2c(nc3ccccc13)CCC2,-2.0%,-3.8%,?,-12.8%,-0.4,5.9%,6.1%,2.0%,-6.9%
Cc1ccc(C2CC2c2n[nH]c(=S)n2-c2cccc(C)c2)cc1 (stereo not drawn),-5.3%,-3.0%,?,-15.5%,-2.5,-15.4%,4.5%[57.1 µM],0.0%,-8.4%
Cn1c(=O)[nH]c(=O)c2c1ncn2CCCc1ccccc1,7.2%[57.1 µM],1.5%,-21.7%,-12.9%,-6.5,2.2%,13.2%[57.1 µM],9.9%,-9.2%
N#C/C(=C\c1cccc([N+](=O)[O-])c1)c1nnc2n1CCCCC2,4.3%,-6.3%,-18.9%,-15.5%,-0.5,-0.3%,-32.5%,-0.6%,0.3%
COc1ccc(OC)c(-c2noc(N3CCN(c4cccc(C)c4C)CC3)n2)c1,23.1%,-1.2%,18.8%,-10.9%,1.0,4.5%,61.5%[activator],2.0%,-3.9%
Cc1ccccc1NS(=O)(=O)c1cc(C(=O)NCCC2=CCCCC2)ccc1Cl,1.4%,-5.7%,-5.0%,-24.9%,1.2,4.4%,18.4%,0.3%,2.7%
Cc1ccc(NC(=O)c2cc(S(=O)(=O)N3CCCC(C)C3)cn2C)c(Br)c1 (stereo not drawn),-6.2%[57.1 µM],-3.5%,-5.5%,-9.2%,-2.2,1.3%,-5.7%[57.1 µM],-0.4%,-11.6%
CCOC(=O)C1CCN(C(=O)CCn2c(=O)[nH]c3ccsc3c2=O)CC1,-5.0%,-5.6%,-20.0%,-9.0%,-0.2,1.5%,0.9%,0.3%,2.6%
CN(Cc1ccccc1)C(=O)c1ccc(NC(=O)Cc2ccc(NC(=O)C3CCCN(C(=O)C4CCC4)C3)cc2)cc1 (stereo not drawn),-5.2%,-1.2%,-38.8%,?,-11.6,-0.1%,-7.0%,-2.3%,1.3%
COc1ccccc1-c1nnc(NC(=O)c2ccc3ncsc3c2)o1,-11.2%,-0.2%,-2.4%,-15.5%,5.8,0.1%,-11.8%,0.6%,5.2%
C[C@@H]1CN([C@H](C)CO)C(=O)CCCn2nncc2CO[C@H]1CN(C)Cc1ccccc1,.,-6.1%,.,0.0%,-3.0,-5.2%,.,3.1%,-3.7%
Cc1cccc(-n2cnc(C(=O)Nc3cccnc3)c2)n1,-7.8%[57.1 µM],2.9%,-23.6%,-17.7%,3.1,-0.3%,9.9%[57.1 µM],0.4%,-5.9%
C/C(=N\NC(=O)Cn1nc(C)cc1C)c1ccc([N+](=O)[O-])cc1,-3.1%,-4.8%,-1.3%,-11.6%,-2.0,-1.0%,30.5%,1.5%,6.9%
C/C(=C\C(=O)c1ccccc1)Nc1cccc(O)c1,0.5%,9.2%,27.0%,8.5%,10.0,-6.2%,?,0.7%,-0.6%
O=C(NC(=S)N1CCN(C/C=C/c2ccccc2)CC1)c1ccc(Cl)nc1,1.1%,-1.9%,-28.4%,-14.6%,1.3,0.0%,-22.2%,3.4%,1.4%
O=C(NCC1CCCO1)c1cccc(NC(=O)c2ccccc2)c1 (stereo not drawn),-3.3%,1.2%,16.0%,-2.8%,-1.3,2.0%,-3.9%,-2.1%,-5.4%
CCOC(=O)Nc1cccc2ccccc12,7.2%[57.1 µM],-5.5%,-19.7%,-7.8%,-0.2,-6.0%,-8.3%[57.1 µM],4.4%,5.0%
CCc1cc2c3c(c(=O)oc2cc1O)CCCC3,145.5%[activator],11.5%,-39.6%,-16.3%,-3.5,0.5%,41.4%[activator],1.5%,2.6%

# Screening data as filed in PubChem BioAssay.
